hIAP block = blocks human intestinal alkaline phosphatase; P09923; purified IAP, CDP-Star luminescence, 30 min; inhibition, % at 10 µM; 0.12% of 330,000 active;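 active = inhibition reaching a set limit with compound at 10 µM in the primary screen, cut at about 35% in these data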;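 also: plate controls were DMSO wells with enzyme for no effect and no-enzyme buffer wells for full effect; values of inactives mirror those of a sister screen read the other way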
Target sequence (P09923 whole entry, looked up): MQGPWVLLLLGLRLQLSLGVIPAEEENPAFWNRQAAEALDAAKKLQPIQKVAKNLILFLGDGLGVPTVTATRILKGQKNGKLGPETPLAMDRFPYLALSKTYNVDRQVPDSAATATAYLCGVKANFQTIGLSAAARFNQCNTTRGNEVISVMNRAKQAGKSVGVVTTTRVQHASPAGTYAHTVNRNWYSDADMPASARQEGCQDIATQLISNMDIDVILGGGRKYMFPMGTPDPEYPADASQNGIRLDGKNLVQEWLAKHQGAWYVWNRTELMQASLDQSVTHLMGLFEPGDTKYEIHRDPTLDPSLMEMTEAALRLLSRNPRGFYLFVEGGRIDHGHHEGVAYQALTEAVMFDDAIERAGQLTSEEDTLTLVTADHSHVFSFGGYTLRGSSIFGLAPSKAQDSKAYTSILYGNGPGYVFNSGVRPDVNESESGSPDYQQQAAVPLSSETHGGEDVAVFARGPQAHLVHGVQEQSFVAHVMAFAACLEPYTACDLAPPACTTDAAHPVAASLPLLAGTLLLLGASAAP
mIAP block = mouse IAP inhibition; purified mouse IAP, CDP-Star luminescence, 30 min; inhibition, % at 10 µM; 0.2% of 330,000 active; AID 2806;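 active = inhibition of at least 40% at 10 µM in the primary screen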;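 also: plate controls were DMSO with enzyme for no effect and no enzyme wells for full effect; values of inactives mirror those of a sister screen read the other way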
mIAP act = increases mouse intestinal alkaline phosphatase activity. muIAP, CDP-Star luminescence, 30 min; active compounds read high; 1 = vehicle-only enzyme signal, 0 = enzyme-free wells. activation factor at 10 µM. 0.24% of 330,000 active. AID 2805;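 active = activation factor of at least 2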; also: the source names both 10 and 20 µM as test concentration; values of inactives mirror those of a sister screen read the other way
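System: Mouse IAP enzyme | Also added: CDP-Star substrate | Dosing: Compounds dispensed in DMSO | Schedule: 30 min enzyme-substrate-compound incubation at room temperature | Technique: Chemiluminescence readout | Control set: DMSO-only wells and no-enzyme negative control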
APOBEC3A inh = inhibitors of human APOBEC3A DNA deaminase; recombinant A3A, FAM/TAMRA ssDNA deamination fluorescence; 0.41% of 330,000 active; AID 493011; P31941; inhibition, % at 20 µM;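 active = at least 40% inhibition at 20 µM here, with at most 30% in a related deaminase screen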;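 also: plate controls were A3A with DMSO for no effect and wells lacking A3A enzyme for full effect; some results filed as inactive read as strong as hits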
Target sequence (P31941 whole entry, looked up): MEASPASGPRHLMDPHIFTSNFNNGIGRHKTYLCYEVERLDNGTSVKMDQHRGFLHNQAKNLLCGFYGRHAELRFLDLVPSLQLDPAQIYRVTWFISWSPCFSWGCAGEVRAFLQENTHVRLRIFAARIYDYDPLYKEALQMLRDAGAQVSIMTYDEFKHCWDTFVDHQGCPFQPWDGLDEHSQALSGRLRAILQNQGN
hIAP act = increases human intestinal alkaline phosphatase activity; AID 2524; 0.16% of 330,000 active; activation factor at 10 µM; P09923; purified human IAP, CDP-Star luminescence, 30 min; active compounds read high; 1 = vehicle-only enzyme, 0 = enzyme-free background;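 active = activation factor of the enzyme at least 2-fold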; also: the source names both 10 and 20 µM as test concentration; values of inactives mirror those of a sister screen read the other way
SENP1 inh = SENP1 (human) catalytic domain inhibition; Q9P0U3; 0.21% of 360,000 active; recombinant SENP1 catalytic domain, CyPet-SUMO1-YPet FRET cleavage; inhibition, % at 10 µM; AID 624204;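 active = inhibition at least 30% at 10 µM, raw YFP signal under a set limit, fluorescence ratio 0.5 to 1.5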;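 also: 0% = enzyme with DMSO and 100% = no enzyme wells; some results filed as inactive read as strong as hits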
Target sequence (Q9P0U3 419-644 limits assumed): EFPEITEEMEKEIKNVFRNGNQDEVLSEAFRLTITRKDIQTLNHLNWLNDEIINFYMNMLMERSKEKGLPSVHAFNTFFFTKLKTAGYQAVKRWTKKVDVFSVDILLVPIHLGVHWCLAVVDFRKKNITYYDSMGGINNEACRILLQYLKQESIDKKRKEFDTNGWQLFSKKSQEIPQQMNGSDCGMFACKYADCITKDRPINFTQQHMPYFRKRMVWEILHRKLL
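Test system: human SENP1 catalytic domain; medium: Tris pH 8 buffer plus EDTA, NaCl, BME, BSA, NP40, catalase; incubation: 50 min reaction at room temperature; technique: FRET, CFP and YFP emission; controls: no-enzyme low control and enzyme-plus-DMSO high control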
MIN6 prolif = MIN6 beta-cell proliferation induction; MIN6 cells proliferation, ATPlite luminescence, 48 h; cells starved in 0.2% serum; 100% = growth in 10% serum; proliferation, % at 10 µM; 0.29% of 330,000 active; AID 2380;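 active = compounds whose signal lies at least 3.5 SD above the mean of all wells on their plate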;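 also: 0% = DMSO-treated cells in low-serum medium and 100% = 10% serum control; some compounds called inactive have numbers as strong as hits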
APOBEC3G inh = APOBEC3G (human) deaminase inhibition; 0.28% of 330,000 active; Q9HC16; inhibition, % at 20 µM; recombinant A3G, ssDNA deamination FAM/TAMRA fluorescence;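 active = inhibition of at least 40% at 20 µM, with no more than 30% in the related APOBEC3A deaminase screen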;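 also: plate controls were DMSO wells with A3G for no effect and wells lacking A3G enzyme for full effect; some compounds called inactive have numbers as strong as hits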
NALP3 yeast inh = blocks the NALP3 inflammasome reconstituted in yeast; AID 2825; 0.39% of 330,000 active; Yeast reconstituted NLRP3/ASC/caspase-1, beta-gal luminescence, 24 h; inhibition, % at 10 µM;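 active = inhibition of 50% or more; inactive = inhibition below 50%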;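 also: plate controls were induced DMSO wells for no effect and uninduced yeast grown without galactose for full effect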
Numbers without * were called inactive. The list is partial, so the mix of outcomes need not match the whole.

`Cc1noc(C)c1CSc1nnc(-c2cccnc2)n1C1CCCCC1C` (stereo not given) gave hIAP block -6, mIAP block 1, mIAP act 0.99, APOBEC3A inh -2, hIAP act 1.1, SENP1 inh -1, MIN6 prolif -4, APOBEC3G inh -6 and NALP3 yeast inh -20.
`CCc1cc(C(=O)N2CCCC(C(=O)c3ccc(OC)c(F)c3)C2)n(C)n1` (stereo not given) gave hIAP block -33, mIAP block 1, mIAP act 0.99, APOBEC3A inh 1, hIAP act 1.3, SENP1 inh 2, MIN6 prolif -4, APOBEC3G inh -6 and NALP3 yeast inh 2.
`O=C(NCCC1=CCCCC1)C1CCN(S(=O)(=O)c2ccccc2C(F)(F)F)CC1` gave hIAP block 4, mIAP block -1, mIAP act 1, APOBEC3A inh 0, hIAP act 0.96, SENP1 inh -1, MIN6 prolif -3, APOBEC3G inh 5 and NALP3 yeast inh 21.
`COc1cc(/C=C/C(=O)OCC(=O)Nc2sc3c(c2C#N)CCC(C)C3)ccc1OCC#N` (stereo not given) gave hIAP block -6, mIAP block 20, mIAP act 0.8, APOBEC3A inh 1, hIAP act 1.1, SENP1 inh -28, MIN6 prolif -1, APOBEC3G inh -4 and NALP3 yeast inh 10.
Screening COc1cc(/C=C2\C(=N)N3N=C(S(C)(=O)=O)SC3=NC2=O)ccc1OC(=O)c1ccco1 returned hIAP block 13, mIAP block 13, mIAP act 0.87, APOBEC3A inh -3, hIAP act 0.87, SENP1 inh -60, MIN6 prolif -2, APOBEC3G inh -7 and NALP3 yeast inh -5.
Screening CCN1C(=O)C(=O)N(CC(=O)Nc2ccccc2OC(F)F)C1=O returned hIAP block -9, mIAP block -3, mIAP act 1, APOBEC3A inh 1, hIAP act 1.1, SENP1 inh 2, MIN6 prolif 0, APOBEC3G inh -5 and NALP3 yeast inh 11.
For COC(=O)c1c(NC(=O)Cc2ccccc2)sc(C)c1C the results were hIAP block 9, mIAP block -6, mIAP act 1.1, APOBEC3A inh 0, hIAP act 0.91, SENP1 inh 2, MIN6 prolif -2, APOBEC3G inh 2 and NALP3 yeast inh 32.
`CCCCCCP(=O)(O)c1ccccc1` gave hIAP block -4, mIAP block -8, mIAP act 1.1, APOBEC3A inh -2, hIAP act 1, SENP1 inh 0, MIN6 prolif 4, APOBEC3G inh -6 and NALP3 yeast inh 5.
Screening Cc1nc(SCC(=O)NCCN2C(=O)CSC2=O)nc(C)c1C returned hIAP block -4, mIAP block -1, mIAP act 1, APOBEC3A inh -5, hIAP act 1, SENP1 inh 0, MIN6 prolif -3, APOBEC3G inh -10 and NALP3 yeast inh 9.
Screening COc1ccc(C(=O)c2ccccc2)c(OCC(=O)N(C)C)c1 returned hIAP block -11, mIAP block 2, mIAP act 0.98, APOBEC3A inh -2, hIAP act 1.1, SENP1 inh 2, MIN6 prolif -1, APOBEC3G inh -4 and NALP3 yeast inh 20.

3 compounds out of the list, ordered by number of heavy atoms, lowest first.
For COC(=O)c1c(NC(=O)Cc2ccccc2)sc(C)c1C the results were hIAP block 9, mIAP block -6, mIAP act 1.1, APOBEC3A inh 0, hIAP act 0.91, SENP1 inh 2, MIN6 prolif -2, APOBEC3G inh 2 and NALP3 yeast inh 32.
Screening COc1ccc(C(=O)c2ccccc2)c(OCC(=O)N(C)C)c1 returned hIAP block -11, mIAP block 2, mIAP act 0.98, APOBEC3A inh -2, hIAP act 1.1, SENP1 inh 2, MIN6 prolif -1, APOBEC3G inh -4 and NALP3 yeast inh 20.
Screening COc1cc(/C=C2\C(=N)N3N=C(S(C)(=O)=O)SC3=NC2=O)ccc1OC(=O)c1ccco1 returned hIAP block 13, mIAP block 13, mIAP act 0.87, APOBEC3A inh -3, hIAP act 0.87, SENP1 inh -60, MIN6 prolif -2, APOBEC3G inh -7 and NALP3 yeast inh -5.

(list continues)
`CCN(CC)S(=O)(=O)c1cccc(NC(=O)COC(=O)CCc2nc3ccccc3s2)c1` gave hIAP block 23, mIAP block -2, mIAP act 1, APOBEC3A inh -1, hIAP act 0.77, SENP1 inh -3, MIN6 prolif -1, APOBEC3G inh -8 and NALP3 yeast inh 10.
CC(C)OC(=O)c1cccnc1SCc1cc(=O)n2ccccc2n1 was read as hIAP block 7, mIAP block 2, mIAP act 0.98, APOBEC3A inh 3, hIAP act 0.93, SENP1 inh 1, MIN6 prolif 0, APOBEC3G inh 2 and NALP3 yeast inh 24.
Screening Cc1ccccc1OCCC(=O)OCC(=O)NC(=O)c1ccccc1 returned hIAP block -8, mIAP block 1, mIAP act 0.99, APOBEC3A inh -1, hIAP act 1.1, SENP1 inh -1, MIN6 prolif -1, APOBEC3G inh -3 and NALP3 yeast inh 14.
`NC(=O)C1CCN(C(=O)C(=O)c2cn(CC(=O)N3CCCCCC3)c3ccccc23)CC1` gave hIAP block 9, mIAP block -1, mIAP act 1, APOBEC3A inh -3, hIAP act 0.91, SENP1 inh -3, MIN6 prolif 0, APOBEC3G inh -8 and NALP3 yeast inh 12.
Screening c1ccc(CN2CCOCCOCCOCCOCCOCCOCC2)cc1 returned hIAP block 2, mIAP block -3, mIAP act 1, APOBEC3A inh -1, hIAP act 0.98, SENP1 inh 1, MIN6 prolif -1, APOBEC3G inh -3 and NALP3 yeast inh 3.
Screening Cc1cc(C)c(C(=O)COc2cccnc2[N+](=O)[O-])cc1C returned hIAP block -5, mIAP block 13, mIAP act 0.87, APOBEC3A inh 4, hIAP act 1.1, SENP1 inh -6, MIN6 prolif -6, APOBEC3G inh -1 and NALP3 yeast inh 15.
For Cc1cc(Cl)ccc1OCCCC(=O)NCCN1C(=O)S/C(=C\c2cccnc2)C1=O the results were hIAP block -2, mIAP block 5, mIAP act 0.95, APOBEC3A inh 2, hIAP act 1, SENP1 inh -12, MIN6 prolif -6, APOBEC3G inh -9 and NALP3 yeast inh 18.
Screening O=C(c1cccc([N+](=O)[O-])c1)N1CCN(C(=O)c2ccco2)CC1 returned hIAP block 9, mIAP block 1, mIAP act 0.99, APOBEC3A inh -2, hIAP act 0.91, SENP1 inh 0, MIN6 prolif 1, APOBEC3G inh -4 and NALP3 yeast inh 4.
`N#Cc1ccc(OCC(=O)Nc2cccc(S(=O)(=O)NC3=NCCCCC3)c2)cc1` gave hIAP block -10, mIAP block 10, mIAP act 0.9, APOBEC3A inh 3, hIAP act 1.1, SENP1 inh -10, MIN6 prolif -1, APOBEC3G inh -5 and NALP3 yeast inh 5.
For COc1ccc(C2/C(=C(/O)c3ccc4c(c3)CC(C)O4)C(=O)C(=O)N2CCCN2CCOCC2)cc1 (stereo not given) the results were hIAP block 6, mIAP block -5, mIAP act 1.1, APOBEC3A inh -4, hIAP act 0.94, SENP1 inh -3, MIN6 prolif 0, APOBEC3G inh -5 and NALP3 yeast inh 2.
`COc1ccc(C(=O)N2CCCN(C)CC2)cc1S(=O)(=O)N(C)Cc1ccccc1` gave hIAP block 16, mIAP block 4, mIAP act 0.96, APOBEC3A inh -1, hIAP act 0.84, SENP1 inh 1, MIN6 prolif -5, APOBEC3G inh -4 and NALP3 yeast inh 24.
`O=C(CS(=O)(=O)Cc1ccccc1)Nc1nc2c(s1)CCCC2` gave hIAP block -2, mIAP block 17, mIAP act 0.83, APOBEC3A inh 8, hIAP act 1, SENP1 inh 2, MIN6 prolif -2, APOBEC3G inh 2 and NALP3 yeast inh 12.
`CC(=O)n1cc([C@@H]2C=C(C(=O)N3CCN(Cc4ccc5c(c4)OCO5)CC3)O[C@H](OCc3ccc(CO)cc3)C2)c2ccccc21` gave hIAP block 0, mIAP block 5, mIAP act 0.95, APOBEC3A inh 2, hIAP act 1, SENP1 inh 2, MIN6 prolif -6, APOBEC3G inh 2 and NALP3 yeast inh 21.
For NS(=O)(=O)c1cc(C(=O)OCC(=O)NC2CCCCCCC2)ccc1Cl the results were hIAP block 4, mIAP block 0, mIAP act 1, APOBEC3A inh 0, hIAP act 0.96, SENP1 inh -1, MIN6 prolif -1, APOBEC3G inh -5 and NALP3 yeast inh 6.
Screening Cc1ccc(-c2nc3ccccc3n2C)o1 returned hIAP block 0, mIAP block -7, mIAP act 1.1, APOBEC3A inh -6, hIAP act 1, SENP1 inh -2, MIN6 prolif -4, APOBEC3G inh -6 and NALP3 yeast inh -5.
Screening C=CC(C)(C)c1c(O)c(CC=C(C)C)c(O)c2c(=O)c3ccc(O)c(O)c3oc12 returned hIAP block -25, mIAP block 14, mIAP act 0.86, APOBEC3A inh -5, hIAP act 1.3, SENP1 inh -14, MIN6 prolif -6, APOBEC3G inh -11 and NALP3 yeast inh -4.
For NC(=O)c1nsnc1-c1ccccc1O the results were hIAP block -21, mIAP block 3, mIAP act 0.97, APOBEC3A inh 6, hIAP act 1.2, SENP1 inh 1, MIN6 prolif -2, APOBEC3G inh 0 and NALP3 yeast inh 9.
For COc1ccc(C(=O)CCC(=O)Nc2ccc(N3CCN(C)CC3)cc2)cc1OC the results were hIAP block -4, mIAP block 1, mIAP act 0.99, APOBEC3A inh 1, hIAP act 1, SENP1 inh 2, MIN6 prolif -2, APOBEC3G inh -7 and NALP3 yeast inh -2.
Cc1cccc(NC(=O)c2ccccc2-c2ccccc2)c1 was read as hIAP block 0, mIAP block -3, mIAP act 1, APOBEC3A inh -3, hIAP act 1, SENP1 inh -1, MIN6 prolif -1, APOBEC3G inh -8 and NALP3 yeast inh 26.
Cc1oc(-c2ccccc2Cl)nc1CS(=O)(=O)CC(=O)NC1CCCC1 was read as hIAP block 11, mIAP block -7, mIAP act 1.1, APOBEC3A inh -2, hIAP act 0.89, SENP1 inh 0, MIN6 prolif 11, APOBEC3G inh -2 and NALP3 yeast inh 18.
`O=C(NCCCN1CCOCC1)C1CCN(S(=O)(=O)c2cccc(C(F)(F)F)c2)CC1` gave hIAP block 1, mIAP block -2, mIAP act 1, APOBEC3A inh 1, hIAP act 0.99, SENP1 inh 0, MIN6 prolif 1, APOBEC3G inh 2 and NALP3 yeast inh 6.
COc1cccc(NC(=O)CN(C)C(=O)c2c(-c3c(F)cccc3Cl)noc2C)c1 was read as hIAP block 1, mIAP block -18, mIAP act 1.2, APOBEC3A inh 0, hIAP act 0.99, SENP1 inh 1, MIN6 prolif -2, APOBEC3G inh -9 and NALP3 yeast inh 9.
`COc1ccccc1/C=N/OCc1cc(C(C)=O)ccc1OC` gave hIAP block -4, mIAP block -4, mIAP act 1, APOBEC3A inh -5, hIAP act 1, SENP1 inh 1, MIN6 prolif -3, APOBEC3G inh -12 and NALP3 yeast inh 7.
Cc1nn(Cc2cccc(C(=O)NC3CCCCC3)c2)c(C)c1Cl was read as hIAP block 3, mIAP block 4, mIAP act 0.96, APOBEC3A inh -5, hIAP act 0.97, SENP1 inh 2, MIN6 prolif -4, APOBEC3G inh -5 and NALP3 yeast inh 8.
For CC1CCN(S(=O)(=O)c2ccc3c(c2)c(=O)c(C(=O)NCc2cccs2)cn3C)CC1 the results were hIAP block 4, mIAP block 8, mIAP act 0.92, APOBEC3A inh 1, hIAP act 0.96, SENP1 inh 0, MIN6 prolif 1, APOBEC3G inh 0 and NALP3 yeast inh -6.
For Cc1cc(C)c(C)c(S(=O)(=O)N[C@@H](C)C(=O)OCc2cc(=O)n3cc(Br)ccc3n2)c1C the results were hIAP block -13, mIAP block 8, mIAP act 0.92, APOBEC3A inh 26, hIAP act 1.1, SENP1 inh -18, MIN6 prolif -3, APOBEC3G inh 8 and NALP3 yeast inh -12.
